# NPSR antag: antagonists of human neuropeptide S receptor cAMP signaling. Q6W5P4. CHO-NPSR cells, cAMP TR-FRET, antagonist mode. Potency, µM (series often up to 38.3 µM), for the others: at the top dose activity change, negative = inhibition, most hits filed as inhibitors. 220,000 compounds, 1% hits. AID 1461; further: on the % scale 0 is the no-effect control and ±100 the full control effect; nearly all actives have a fitted effect of over 50% in size; many of its hits are not listed in these tables
# Target sequence (Q6W5P4 whole entry, looked up): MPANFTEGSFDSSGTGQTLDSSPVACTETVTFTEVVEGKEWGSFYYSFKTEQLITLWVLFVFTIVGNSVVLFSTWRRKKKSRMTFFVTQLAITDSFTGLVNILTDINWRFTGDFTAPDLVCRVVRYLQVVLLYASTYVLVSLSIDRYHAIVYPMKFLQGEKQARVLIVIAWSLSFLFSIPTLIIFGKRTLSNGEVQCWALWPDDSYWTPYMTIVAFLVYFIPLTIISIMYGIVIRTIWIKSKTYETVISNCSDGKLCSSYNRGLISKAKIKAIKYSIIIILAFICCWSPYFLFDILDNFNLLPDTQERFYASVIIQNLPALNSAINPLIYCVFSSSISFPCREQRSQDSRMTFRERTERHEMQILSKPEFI
# Tau fluor cs: counter-screen for tau fibril formation inhibitors | tau K18 P301L Alexa594 fluorescence, heparin fibrillization | Potency, µM (top dose mostly 57.7 µM), inactives show at the top dose activity change, negative = decrease | 280,000 compounds, 0.93% hits | AID 1463; further: on the % scale 0 is the no-effect control and ±100 the full control effect; nearly all actives have a fitted effect of over 55% in size
#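 Human tau K18 P301L (15 uM unlabeled, 0.24 uM Alexa 594-labeled) in 100 mM sodium acetate pH 7 with 20 uM heparin, 6 hr at 37 C. ThT 30 uM added, 1 hr ambient; Alexa 594 FP and total fluorescence read at 555/632 nm.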
# GAA glycogen mod: inhibitors or activators of human alpha-glucosidase glycogen cleavage; P10253; recombinant GAA, glycogen substrate, Amplex Red glucose oxidase fluorescence; Potency, µM (top dose mostly 76.4 µM), for the others: at the highest dose activity change, negative = inhibition, hits mostly inhibitors; 300,000 compounds, 0.38% hits;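 further: 0% = full enzyme reaction and -100% = no-enzyme basal signal; the screen sought inhibitors and activators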
#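 qHTS, 1536-well; enzyme 4 nM final; cpd up to 77 uM; substrate bovine liver glycogen 30 ug; 50 mM citrate/phosphate pH 5.0, 0.01% Tween-20; 37 C, 40 min; Amplex Red detection 45 min RT; Hill fit → AC50.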
# aGlu spleen mod: lysosomal alpha-glucosidase (human) modulation. P10253. human spleen homogenate, 4-MU-alpha-glucoside fluorescence. Potency, µM (doses to about 79.9 µM), for inactives: at the top dose activity change, negative = inhibition, most hits filed as inhibitors. 240,000 compounds, 0.006% hits;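 further: 0% = enzyme with vehicle and -100% = no enzyme basal signal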
#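 Human spleen homogenate (1 ug) with 4-methylumbelliferyl-alpha-D-glucopyranoside (1 mM final) in 50 mM citrate/phosphate pH 5.0, 0.01% Tween-20; 40 min at 37 C. Stopped at pH 10; 4-MU fluorescence Ex 365/Em 440 nm; AC50 by Hill fit.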
# GAA inhib: inhibitors of human lysosomal alpha-glucosidase; P10253; purified human GAA, 4-MU-alpha-glucoside fluorescence; Potency, µM (series often up to 76.9 µM), without a hit: top-dose activity change, negative = inhibition, usual class: inhibitors; 200,000 compounds, 0.005% hits;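 further: plate controls were uninhibited enzyme wells for no effect and no-enzyme background for full effect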
#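 Enzyme (4 nM final) mixed with compound (up to 77 uM), then 4-MU-alpha-D-pyranoside (400 uM final) added; 20 min at room temperature, pH 5.0. Reaction stopped at pH 10, fluorescence read, AC50 derived by Hill fit.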
# Epigenetic derep: epigenetic control regulation, reporter derepression | murine LDR cells, GFP reporter derepression, 30 h | Potency, µM (top dose mostly 53.9 µM), for the others: at the top dose GFP activation, usual class: activators | 280,000 compounds, 0.2% hits | AID 1865; further: % of control where 0% means no effect; nearly all actives have a fitted effect of over 60% in size
#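 Readout is the number of GFP-expressing murine LDR cells, counted by cytometry following washing. Cells were treated with compound for 30 h at 37 C; the stably integrated CMV-GFP locus is normally silent.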
# GLA spleen mod: inhibitors or activators of human alpha-galactosidase in spleen homogenate; human spleen homogenate, 4MU-alpha-Gal fluorescence, 40 min; 240,000 compounds, 0.008% hits; Potency, µM (doses to about 80 µM), for inactives: at the highest dose activity change, negative = inhibition, usual class: inhibitors;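 further: 0% = enzyme with vehicle and -100% = no enzyme basal signal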
# Target sequence (P06280 32-429 limits assumed): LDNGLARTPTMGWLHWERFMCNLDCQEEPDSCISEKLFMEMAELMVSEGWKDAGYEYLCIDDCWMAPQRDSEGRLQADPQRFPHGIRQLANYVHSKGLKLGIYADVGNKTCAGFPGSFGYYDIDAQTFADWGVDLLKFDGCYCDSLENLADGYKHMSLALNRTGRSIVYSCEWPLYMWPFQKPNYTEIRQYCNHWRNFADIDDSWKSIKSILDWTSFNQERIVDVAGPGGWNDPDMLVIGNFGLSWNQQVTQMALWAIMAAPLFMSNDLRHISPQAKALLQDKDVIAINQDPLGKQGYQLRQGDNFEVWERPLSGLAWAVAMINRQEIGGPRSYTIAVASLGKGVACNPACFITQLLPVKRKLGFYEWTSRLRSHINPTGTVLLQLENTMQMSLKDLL
#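 Human spleen homogenate (1 ug) was the enzyme source, with 4-methylumbelliferyl-alpha-D-galactopyranoside (1 mM final) in pH 5.0 citrate buffer with 0.01% Tween-20. Compounds were titrated; after 40 min at 37C, NaOH/glycine stop, 4-MU fluorescence read; AC50 from Hill fits.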
# ALDH1A1 block: blocks purified human ALDH1A1 activity | Purified ALDH1A1, NADH fluorescence, propionaldehyde substrate | Potency, µM (top dose mostly 75.3 µM), without a hit: top-dose activity, negative = inhibition, hits mostly inhibitors | AID 1030 | 220,000 compounds, 7.3% hits; active means well fitted inhibition curve with a large enough effect, not every such curve was filed as active; inconclusive means small, poorly fitted or top-dose-only effect, or another doubt; inactive means no such curve, though single readings can be large or run the other way;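 further: plate controls were no enzyme wells and a reference inhibitor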
# An asterisk follows results filed as active; u = inconclusive; x = not tested or not shown; [ ] = another dose, or the depositor's remark. Unless noted, the call rests on the fitted dose curve; in most records, active means well fitted curve in the direction sought with a large enough effect; inconclusive means small, poorly fitted or top-dose-only effect, or another doubt; inactive means no such curve, though single readings can be large; an effect the other way counts as inactive or inconclusive. Potency means the concentration at half of the fitted maximal effect.
SMILES	NPSR antag	Tau fluor cs	GAA glycogen mod	aGlu spleen mod	GAA inhib	Epigenetic derep	GLA spleen mod	ALDH1A1 block
O=C(N/N=C/C=C/c1ccccc1)c1cnccn1	-14%[46.1 µM]	-14%	5%	-11%	6%	0.0%	-16%	4%
O=C(NC(=S)NC1CCS(=O)(=O)C1)c1cccs1 (stereo unspecified)	8%	19%	-9%	2%	5%	-1.3%	-1%	8%
O=C(Nc1ccc2c(c1)OCO2)N1CCN(c2ccccc2Cl)CC1	u	-15%	-16%	1%	-4%	-2.3%	3%	u
COc1cc([N+](=O)[O-])cc(/C=N/NC(=O)c2ccc(C)nc2)c1O	-12%	-11%	9%	-7%	u	0.0%	-3%	-8%
O=C(OCn1nnc2ccccc2c1=O)c1cn(-c2ccccc2)nc1-c1cccnc1	u	-19%	1%	0%	-7%	-1.4%	7%	4%
C/C(CC(=O)N(C(C)C)C(C)C)=N\NC(=O)COc1ccc(Cl)cc1Cl	6%	-10%	u	0%	-7%	-2.4%	0%	u
COC(=O)c1nn(-c2ccc3c(c2)CCN3C(C)=O)cc1O	-1%[46.1 µM]	-1%	7%	-3%	1%	-0.9%	5%	u
COCCn1c(C)cc(/C=C2\NC(=S)N(C)C2=O)c1C	-30%	-16%	-2%	-4%	-11%	-1.0%	-11%	16µM*
Cc1c(NC(=O)c2cccc(NS(C)(=O)=O)c2)c(=O)n(-c2ccccc2)n1C	56%	-8%	10%	2%	x	0.0%	4%	x
Cc1ccc(-c2noc(CCC(=O)N(C)c3ccccc3C)n2)cc1	-27%[46.1 µM]	-2%	5%	-4%	-5%	0.7%	0%	-4%
Cc1ccc(/C=N/N2CCOCC2)s1	10%	-5%	-27%	-4%	5%	0.0%	6%	-3%
CCN1C(=O)/C(=C\N(C)C)c2ccccc21	-5%[46.1 µM]	0%	-8%	-6%	-11%	0.0%	6%	u

# Shown as labelled records: part of the list above.
C/C(CC(=O)N(C(C)C)C(C)C)=N\NC(=O)COc1ccc(Cl)cc1Cl
  NPSR antag: 6%; Tau fluor cs: -10%; GAA glycogen mod: u; aGlu spleen mod: 0%; GAA inhib: -7%; Epigenetic derep: -2.4%; GLA spleen mod: 0%; ALDH1A1 block: u

CCN1C(=O)/C(=C\N(C)C)c2ccccc21
  NPSR antag: -5%[46.1 µM]; Tau fluor cs: 0%; GAA glycogen mod: -8%; aGlu spleen mod: -6%; GAA inhib: -11%; Epigenetic derep: 0.0%; GLA spleen mod: 6%; ALDH1A1 block: u

O=C(N/N=C/C=C/c1ccccc1)c1cnccn1
  NPSR antag: -14%[46.1 µM]; Tau fluor cs: -14%; GAA glycogen mod: 5%; aGlu spleen mod: -11%; GAA inhib: 6%; Epigenetic derep: 0.0%; GLA spleen mod: -16%; ALDH1A1 block: 4%

# Continued:
SMILES	NPSR antag	Tau fluor cs	GAA glycogen mod	aGlu spleen mod	GAA inhib	Epigenetic derep	GLA spleen mod	ALDH1A1 block
COCCCNC(=O)CN(c1ccc(OC)cc1)S(=O)(=O)c1ccc(NC(C)=O)cc1	6%[46.1 µM]	-4%	3%	2%	-6%	0.0%	4%	-9%
COCCNC(=O)CNS(=O)(=O)c1ccc2nc(C)sc2c1	-10%[46.1 µM]	-2%	-5%	-5%	0%	0.0%	-5%	8%
CCc1c(C#N)c(N)nc(SCC(=O)OCc2ccccc2)c1C#N	-14%[46.1 µM]	-22%	-19%	3%	4%	-0.2%	13%	-11%
c1ccc(Cc2noc(CN3CCC(CN4CCOCC4)CC3)n2)cc1	-7%	-9%	-1%	3%	-5%	0.8%	7%	8%
CCOc1ccc(NC(=O)CC2C(=O)N(c3ccc(OC)cc3)C(=O)N2Cc2ccc(OC)cc2)cc1 (stereo unspecified)	-24%	-27%	3%	-17%	-9%	4.0%	-17%	0%
Cc1nc(CN(C)C(=O)c2cc(COc3ccc4ncccc4c3)on2)cs1	-5%	-3%	7%	-3%	13%	-1.1%	-7%	u
COC(=O)CC1c2ccccc2C=C(C2CC2)N1C(=O)OC (stereo unspecified)	x	-7%	x	0%	x	-0.3%	-18%	1%
CC(C)c1ccc(OCC(=O)N(c2ccccn2)C2CCCCC2)cc1	-14%	-9%	8%	-1%	u	0.0%	-7%	u
Cc1cccc(Nc2nc(N)c([N+](=O)[O-])c(N3CCOCC3)n2)c1	5%	-16%	2%	1%	-3%	-1.8%	0%	u
O=C(Nc1ccc(N2CCOCC2)c(Cl)c1)c1ccccc1Cl	10%	-8%	-6%	6%	8%	0.5%	-2%	7%
COc1ccc(OCC(O)CN2C(=O)c3ccccc3S2(=O)=O)cc1 (stereo unspecified)	-18%[46.1 µM]	-3%	-6%	2%	-7%	-6.9%	4%	u
NS(=O)(=O)c1ccc(CCN2C(=O)/C(=C\c3ccc(Cl)cc3)SC2=S)cc1	-18%	-14%	9%	5%	-9%	u	-4%	u
O=C(N/C=C/c1ccco1)OCc1ccccc1	-3%	-11%	0%	9%	3%	-0.4%	5%	u
Cn1c(=O)c2c(nc(Sc3ncnn3CC(=O)NC(C)(C)C)n2C)n(C)c1=O	20%	2%	-9%	4%	10%	-1.0%	4%	8%
CCOC(=O)c1cc(-c2ccc(Cl)cc2)nc2c1c(C)nn2CCC#N	u	-20%	2%	6%	-13%	-1.4%	11%	u
O=C1CC(c2cccc(Br)c2)C2=C(COC2=O)N1 (stereo unspecified)	30%	-5%	9%	2%	-2%	1.0%	2%	10%
COc1ccc(C2C3=C(CC(C)(C)CC3=O)Oc3ncn(Cc4ccccc4)c(=N)c32)cc1 (stereo unspecified)	-27%[46.1 µM]	-13%	17%	-1%	-3%	-4.4%	4%	-10%
C=CCO/N=C/C1=C(O)C(C(=O)OC)C(C)(C)CC1=O (stereo unspecified)	-22%	0%	7%	-2%	9%	8.2%	-4%	1%
O=C(O)c1c[nH]c2ccc(S(=O)(=O)N3CCN(c4ccc(F)cc4)CC3)cc2c1=O	-10%[46.1 µM]	-10%	-1%	-2%	-5%	0.0%	-6%	-1%
O=C(Nc1ccccc1O)c1nc(Cl)ccc1Cl	8%	3%	u	-4%	-2%	-3.4%	-4%	u
Cn1nnnc1SCC(=O)N1CCN(Cc2ccccc2)CC1	-3%[46.1 µM]	3%	6%	-2%	-1%	1.1%	-5%	u
O=C(NCCc1c[nH]c2ccccc12)Nc1ccccc1	-16%[46.1 µM]	-26%	-10%	2%	-1%	-0.9%	-2%	-3%
Cc1c(Cl)cccc1NC(=O)CSC(N)=O	-8%	-2%	19%	7%	3%	2.6%	-5%	u
CCO[C@@H]1OC(C(=O)NCc2ccccc2)=C[C@H](c2cn(C(C)=O)c3ccccc23)[C@H]1CCCO	49%	-15%	7%	0%	x	-4.5%	-4%	u
CCCC(=O)NCc1cc(-c2nn(C)c(=O)c3ccccc23)ccc1OC	2%	1%	-3%	2%	-8%	-0.1%	7%	-7%
COc1ccc(OC)c(-c2cnc(OC(C)(C)C)nc2OC(C)(C)C)c1	-33%	-1%	-1%	5%	-6%	0.0%	7%	6%
Cc1cc(OC(=O)N2CCOCC2)cc(C)c1Cl	-4%[46.1 µM]	0%	6%	1%	-7%	-0.7%	0%	4%
O=C(CSc1cccc[n+]1[O-])CSc1cccc[n+]1[O-]	-32%	-10%	20%	7%	5%	u	4%	11%
O=C(COc1ccc(/C=N/NS(=O)(=O)c2ccccc2)cc1)NCc1ccccc1	-14%[46.1 µM]	-25%	3%	-1%	-16%	-2.5%	5%	-1%
O=C(CSc1nc(-c2ccccc2)c(-c2ccccc2)o1)NC1CCS(=O)(=O)C1 (stereo unspecified)	-27%	-10%	-1%	-11%	-6%	-0.4%	0%	-3%
Cc1ccc(OCC(=O)N/N=C/c2cccn2C)cc1	-9%[46.1 µM]	-20%	0%	-5%	4%	1.0%	2%	18%
OCCC1CN(Cc2ccon2)CCN1Cc1ccc(F)c(F)c1 (stereo unspecified)	1%	3%	-4%	3%	-10%	-1.1%	-4%	-1%
CCSc1sc(CC)cc1C=O	14%	-1%	-12%	-4%	4%	-0.1%	-10%	17%
O=C1c2cccnc2C(Nc2ccccc2)N1Cc1ccco1 (stereo unspecified)	6%[46.1 µM]	-9%	-3%	2%	-9%	-2.2%	10%	22µM*
Cc1cccc(-n2cnc3cc(C(=O)N4CCCCC4)ccc32)c1	-9%[46.1 µM]	-7%	7%	-4%	2%	-1.1%	u	4µM*
O=C(CN1C(=O)c2cccc3cccc1c23)NCc1ccccn1	-10%[46.1 µM]	0%	6%	-2%	0%	1.0%	0%	-3%
O=C(c1cc(COc2ccc(F)cc2Cl)on1)N1CCC(c2ccncc2)CC1	29%	-4%	6%	4%	u	3.3%	5%	0%
O=C(NC1CCCCC1)C1CCCN1S(=O)(=O)c1cccc2nsnc12 (stereo unspecified)	-6%[46.1 µM]	-4%	-17%	1%	-11%	-4.0%	5%	12%
CCCc1cc(-c2nc(-c3ccc(C)cc3)cs2)ccn1	-19%	-5%	8%	-6%	3%	0.9%	-5%	u
O=C(C1CCCN(S(=O)(=O)c2cccc3nonc23)C1)N1CCC(Cc2ccccc2)CC1 (stereo unspecified)	u	-26%	-7%	-20%	0%	0.6%	-3%	u
C=CCn1c(N)cc(=O)nc1SC(C)C(=O)Nc1cccc2ccccc12 (stereo unspecified)	0%[46.1 µM]	-11%	-1%	-1%	-3%	-4.9%	5%	3%
C/C=C/Cn1c(SCc2ccccc2)nc2c1c(=O)[nH]c(=O)n2C	-22%[46.1 µM]	-1%	-14%	-1%	1%	2.9%	1%	14µM*
CC(=O)Nc1ccc(S(=O)(=O)N2CCN(c3cc(C)nc4ncnn34)CC2)cc1	-16%	-4%	-8%	-3%	1%	-1.1%	3%	u
O=C(C1=C[C@@H](C2CCCCC2)C[C@@H](OCCCCO)O1)N1CCOCC1	-1%	-2%	6%	4%	x	4.5%	16%	u
COc1ccc(Oc2ccccc2C=O)cc1	-2%[46.1 µM]	-2%	4%	-22%	-3%	-1.9%	-4%	u
O=C(NCC1CCCO1)C(c1cccs1)N(C(=O)Cn1nnc(-c2cccs2)n1)C1CCCC1 (stereo unspecified)	u	-5%	0%	-4%	1%	-1.1%	-1%	9%
O=C(CSc1ccc(-c2cccnc2)nn1)N1CCCC1	13%	0%	11%	2%	0%	2.3%	1%	2%

# Compound activity: PubChem, National Center for Advancing Translational Sciences (NCATS)

# This is a subset; count on the stated rates, not on these rows.
